# Source: PubChem
# IDH1 R132H inh – blocks human mutant IDH1 R132H enzyme. IDH1-R132H enzyme, NADPH consumption, diaphorase/resazurin fluorescence. Potency, µM (doses to about 76.6 µM), without a hit: top-dose activity change, negative = inhibition, hits mostly inhibitors. O75874. AID 602179. actives 0.093% (n = 390,000); note: potency is the fitted concentration of half-maximal effect; % is set by controls: 0 for no effect and ±100 for the full control effect; nearly all actives have a fitted effect of over 65% in size
#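 IDH1-R132H (0.5 ug/mL dispensed) in pH 7.5 Tris buffer was preincubated 30 min with compound, then given a substrate mix of 0.016 mM NADPH and 2 mM alpha-KG for 80 min at room temperature; remaining NADPH was read by diaphorase/resazurin fluorescence.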
# Pin1 inhibitor – blocks the human prolyl isomerase Pin1; Q13526; Pin1 FP peptide displacement, HiFluor488, 10 min; Potency, µM (series often up to 115 µM), for inactives: at the top dose activity, negative = inhibition, usual class: inhibitors; actives 0.009% (n = 390,000); AID 504891; active = well fitted inhibition curve with a large enough effect in the polarisation, with a control signal flat, not every such curve was filed as active; inconclusive = small, poorly fitted or top-dose-only effect, or effect the other way, or a change in a side signal; inactive = no such curve, though single readings can be large or run the other way; the % refers to the polarisation; note: potency is the fitted concentration of half-maximal effect; % is set by controls: 0 for no effect and ±100 for the full control effect
# D2 agonist – D2 dopamine receptor (human) agonism | activation, % at 2 µM | actives 0.53% (n = 340,000) | P14416 | AID 485358 | HEK293 T-REx D2 cells, calcium flux agonist mode;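 active = activation over 3 SD above normal in the single-dose calcium agonist read, cut at about 30% in these data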; note: 0% is about no effect
# Target sequence (P14416 whole entry, looked up): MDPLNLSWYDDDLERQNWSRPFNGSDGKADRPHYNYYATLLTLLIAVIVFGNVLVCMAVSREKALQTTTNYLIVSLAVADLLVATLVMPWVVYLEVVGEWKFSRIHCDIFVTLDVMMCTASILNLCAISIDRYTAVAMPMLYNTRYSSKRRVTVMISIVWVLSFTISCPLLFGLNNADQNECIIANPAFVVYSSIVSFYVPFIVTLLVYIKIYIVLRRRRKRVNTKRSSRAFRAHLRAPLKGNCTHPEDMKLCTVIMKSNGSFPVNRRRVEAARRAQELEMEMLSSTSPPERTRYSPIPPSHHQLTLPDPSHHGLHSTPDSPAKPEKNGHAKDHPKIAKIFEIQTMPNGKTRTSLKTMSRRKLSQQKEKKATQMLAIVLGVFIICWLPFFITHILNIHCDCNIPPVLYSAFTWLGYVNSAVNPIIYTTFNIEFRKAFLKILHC
#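 HEK293 Trex D2 cells, tetracycline-induced, o/n 30 C 5% CO2; no-wash Ca dye, RT 30–90 min; 10-cycle baseline, 23 nl cpd added, kinetic Ca read 180 s; agonist hits = positive Ca response.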
# TRHR agonist – TRH receptor (human) agonism; AID 493084; activation, % at 2 µM; P34981; TRHR cells, calcium flux fluo-8, FDSS agonist mode; actives 0.18% (n = 360,000); in the data active = activation above about 30%; note: 0% is about no effect
#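 Read-out: compound-evoked intracellular calcium rise in TRHR cells, fluo-8 dye, kinetic FDSS fluorescence at 1 s/cycle following a 10-cycle baseline. Cells cultured overnight before dye loading (30 min–1.5 h, RT).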
# rTrxR1 inhibitor – rat TrxR1 inhibition; O89049; recombinant rTrxR1, NADPH fluorescence consumption, selenite substrate; Potency, µM (doses to about 114 µM), for inactives: top-dose activity change, negative = inhibition, usual class: inhibitors; actives 1% (n = 390,000); note: potency is the fitted concentration of half-maximal effect; % is set by controls: 0 for no effect and ±100 for the full control effect; nearly all actives have a fitted effect of over 65% in size
# Target sequence (O89049 whole entry, looked up): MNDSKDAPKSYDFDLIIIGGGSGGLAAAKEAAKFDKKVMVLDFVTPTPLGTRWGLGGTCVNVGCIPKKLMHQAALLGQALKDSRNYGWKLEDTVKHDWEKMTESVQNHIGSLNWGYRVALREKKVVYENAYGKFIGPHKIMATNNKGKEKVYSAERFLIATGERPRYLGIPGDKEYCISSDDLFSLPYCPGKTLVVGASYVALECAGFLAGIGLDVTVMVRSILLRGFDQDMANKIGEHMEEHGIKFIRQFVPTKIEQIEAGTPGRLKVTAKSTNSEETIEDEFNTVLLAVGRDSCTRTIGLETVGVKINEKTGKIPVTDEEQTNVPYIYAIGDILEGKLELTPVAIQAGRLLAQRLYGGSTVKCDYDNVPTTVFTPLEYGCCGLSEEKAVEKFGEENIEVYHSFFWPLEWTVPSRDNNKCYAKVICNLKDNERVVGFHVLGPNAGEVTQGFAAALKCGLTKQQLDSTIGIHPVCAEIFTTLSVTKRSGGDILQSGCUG
#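 Rat TrxR1 (90 nM in the dispensed reagent) was pre-reduced with 400 uM NADPH for 5 min at room temperature, then incubated with compound for 15 min. After 400 uM selenite was added, NADPH fluorescence (Ex 340/Em 450 nm) was followed for 8 min.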
# TRHR enhancer – allosteric enhancers of human TRH receptor | P34981 | TRHR cells, fluo-8 calcium fluorescence, EC20 TRH enhancement | enhancement, % at 2 µM | actives 0.66% (n = 360,000) | AID 493056; in the data active = enhancement above about 30%; note: 0% is about no effect
#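 Enhancer read-out: after compound pinning and an initial kinetic agonist-mode read, an EC20 of TRH (10 nM final) was injected and fluo-8 calcium signal (Ex 480/Em 530) followed at 1 s/cycle for 100 cycles in TRHR-expressing cells.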
# TrxR1 substrate – is turned over as a substrate by rat TrxR1. Potency, µM (series often up to 114 µM), inactives show top-dose activity change, negative = substrate turnover. actives 0.01% (n = 390,000). AID 588456. O89049. purified TrxR1 substrate turnover, NADPH consumption readout; note: potency is the fitted concentration of half-maximal effect; % is set by controls: 0 for no effect and ±100 for the full control effect; nearly all actives have a fitted effect of over 50% in size
#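 Rat TrxR1, dispensed at 90 nM, was prereduced with 400 uM NADPH (final) for 5 min at ~22 deg C, then incubated with compound 15 min before 400 uM selenite. A first-read NADPH fluorescence drop versus no-compound background flagged substrates.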
# D2 antag – D2 dopamine receptor (human) antagonism; P14416; actives 2% (n = 340,000); AID 485344; inhibition, % at 10 µM; HEK293 TREx D2 cells, calcium flux, dopamine EC80; in the data active = inhibition above about 30%; note: 0% is about no effect
#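 Calcium mobilization kinetics were recorded at 1 s intervals in tetracycline-induced HEK293 T-REx D2 cells, first for 180 s after compound addition and then 180 s after EC80 dopamine.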
# USP1 inh – blocks the human USP1/UAF1 deubiquitinase complex. O94782. recombinant USP1/UAF1, Ub-Rhodamine cleavage fluorescence. Potency, µM (top dose mostly 57.1 µM), without a hit: at the top dose activity change, negative = inhibition, actives largely listed as inhibitors. actives 0.23% (n = 390,000). AID 743255; note: potency is the fitted concentration of half-maximal effect; % is set by controls: 0 for no effect and ±100 for the full control effect; nearly all actives have a fitted effect of over 60% in size; inactives centre near -12
#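 USP1/UAF1 complex at 1 nM was preincubated with compound for 15 min at room temperature, then Ub-Rho substrate (150nM final) was added. Fluorescence (480/540 nm) was read kinetically, 6 reads every 60 seconds.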
# * = called active by the depositor; ? = inconclusive; nt = no result given; [ ] = remark or other dose. Unless noted, calls come from the whole dose curve; as a rule, active = well fitted inhibition curve with a large enough effect; inconclusive = small, poorly fitted or top-dose-only effect; inactive = no such curve, though single readings can be large or run the other way. The list is partial; rates above refer to the full screens.
molecule	Pin1 inhibitor	rTrxR1 inhibitor	TRHR enhancer	TrxR1 substrate	D2 agonist	USP1 inh	TRHR agonist	IDH1 R132H inh	D2 antag
O=C1CC(N2CCCc3ccccc32)C(=O)N1c1ccccc1 (centres undefined)	1%	-32%	2	1%	0.8	-18%	-0.2	10%	7
CCOC(=O)c1cnc(-c2ccccc2)nc1N1CC(C)OC(C)C1 (centres undefined)	2%	9%	3	-6%	2.3	-5%	-0.8	-3%	12
CCn1c(SCc2nc(N)nc(N3CCCCC3)n2)nc2c1c(=O)n(C)c(=O)n2C	0%	-3%[57.1 µM]	1	2%[57.1 µM]	1.2	1%	0.0	8%	-11
CCOC(=O)C1CCN(C(C(=O)NC2CCCCC2)c2ccc(OC)cc2)CC1 (centres undefined)	-2%	?	3	1%[57.1 µM]	0.2	-6%	-0.3	4%	4
CC(O)CN(CCC(N)=O)CCC(N)=O (centres undefined)	-5%	-3%	nt	6%	nt	-6%	nt	12%	nt
COc1ccc(Nc2ccc([N+](=O)[O-])cc2[N+](=O)[O-])cc1	-2%	17%[57.1 µM]	-6	5%[57.1 µM]	-0.2	-15%	-0.4	13%	-5
Cc1ccc(C(NC(=O)c2ccccc2S(C)(=O)=O)c2ccccc2)cc1 (centres undefined)	2%	7%	-5	1%	-0.6	-7%	0.4	0%	-17
CCn1nnnc1SCC(=O)NCc1cccs1	-3%	3%	0	1%	-1.1	-20%	2.4	-2%	-6
CC(Sc1ccccc1)C(=O)N/N=C/c1cccnc1 (centres undefined)	-8%	5%[57.1 µM]	18	8%[57.1 µM]	-5.0	-14%	-4.4	1%	-13
O=C(Nc1ccc(N2CCOCC2)cc1)c1cn2ccccc2n1	-11%	-9%	25	-11%	0.5	-2%	0.4	7%	-1
COc1cc(CN2CCN(C(=O)CC(C)C)CC2)c([N+](=O)[O-])cc1OC	-7%	3%	-4	6%	0.9	-6%	-0.2	8%	-6
CC(/C=C/C=C/c1ccccc1)=N/NC(=O)C(O)c1ccccc1 (centres undefined)	-6%	?	-3	-7%	nt	-19%	0.1	10%	nt
Cc1cc(C)n2nc(SCC#N)nc2n1	-3%	27%	-7	9%[57.1 µM]	0.3	-7%	-0.1	-3%	-3
O=C(O)c1ccccc1N/N=C/C1=C(N2CCOCC2)C(=C\c2ccccc2)/CC1	?	?	-3	-9%	5.1	-13%	14	-8%	9
CCC(C)(C)NC(=O)C(c1cccnc1)N(CCOC)C(=O)Cn1nnc2ccccc21 (centres undefined)	-8%	-1%	-5	-1%	nt	-12%	2.1	-4%	nt
O=C(Nc1nnc(C2CC2)s1)c1ccc(Cl)nc1	5%	16%	12	0%	-0.3	-23%	0.8	18%	11
CC1=C(OC(=O)c2ccccc2)C(C)(C)C(c2ccccc2)OC1=O (centres undefined)	0%	14%[57.1 µM]	2	6%[57.1 µM]	0.5	-17%	-0.8	-6%	6
CC(=O)N1CCc2cc(S(=O)(=O)NCCCN3CCN(Cc4ccccc4)CC3)ccc21	11%	6%	6	2%	42*	-18%	-0.3	1%	44*
NS(=O)(=O)c1cccc(NC(=O)COC(=O)c2ccccc2C(=O)c2ccccc2)c1	-7%	5%	1	-5%	0.0	-5%	2.1	-1%	-10
Cc1ccc(/C=C/C(=O)Nc2ccc([N+](=O)[O-])c(NC(=O)/C=C/c3ccc(C)o3)c2)o1	?	25µM*	-8	4%	0.3	-6%	0.3	5%	-1
C=C(C)C(=O)Oc1ccc(N2C(=O)[C@@H]3C4C=CC(C4)[C@@H]3C2=O)cc1	-1%	5%[57.1 µM]	2	10%[57.1 µM]	-0.1	?	0.3	1%	9
Cc1nn(-c2ccccc2)c(C)c1NC(=O)COC(=O)c1ccc(S(=O)(=O)C(F)F)cc1	6%	1%	-14	-4%	-0.5	2%	0.7	-3%	5
O=C(CCN1C(=O)C2C3C=CC(C3)C2C1=O)Nc1nccs1 (centres undefined)	-9%	17%[57.1 µM]	-25	-10%	1.4	-15%	0.2	-2%	7
CCCOc1ccc(C(=O)NCc2ccco2)cc1	2%	5%	-6	9%	-0.4	-6%	-0.8	1%	0
Cc1ccc(C(=O)OCn2nnc3ccccc3c2=O)cc1[N+](=O)[O-]	-5%	11%	-3	2%	0.0	-9%	0.7	3%	-3
Cc1ccc(-c2nn(-c3ccc(F)cc3)cc2C(=O)N2CCN(C3CCS(=O)(=O)C3)CC2)cc1 (centres undefined)	-7%	32%	1	3%	0.0	-12%	0.4	-13%	3
Cc1cc(OCC(=O)NCC2CCC(C(=O)O)CC2)c2c(C)c(Cc3ccccc3)c(=O)oc2c1 (centres undefined)	7%	-9%	11	136%[activator]	0.9	-20%	-1.3	-22%	-6
Cc1nnc(SCCN2CCOCC2)n1-c1cccc(Cl)c1	-13%	2%	-7	-2%	0.7	-8%	-0.7	6%	-10
Cc1ccc([N+](=O)[O-])cc1S(=O)(=O)N1CCn2cccc2C1c1ccc(F)c(F)c1 (centres undefined)	-1%	14%[57.1 µM]	0	-1%[57.1 µM]	nt	-9%	0.1	-5%	nt
O=C(NCCN1CCOCC1)c1cc(-c2cccc(Cl)c2)on1	-10%	15%	-1	12%	1.0	-1%	-0.1	14%	-10
Cc1ccccc1N1CCN(c2ccc(NC(=O)C3CCCCC3C(=O)O)cc2)CC1 (centres undefined)	3%	2%[57.1 µM]	42*	6%[57.1 µM]	0.6	-6%	0.9	3%	-2
O=[N+]([O-])c1ccc(-c2ccn[nH]2)o1	-14%	3.5µM*	0	2%[57.1 µM]	0.4	-10%	0.5	8%	7
Cc1ccc(C)c(C(=O)CN2C(=O)NC3(CCCCCC3)C2=O)c1	-2%	5%	-9	-2%	-0.6	-14%	-0.1	5%	-9
O=C(N/N=C\c1cc2c(cc1Cl)OCO2)c1cccnc1	?	7%	-7	-11%	0.0	-15%	-0.1	-5%	-14
O=C(CN(c1ccccc1)S(=O)(=O)c1ccc(F)cc1)NC1CCS(=O)(=O)C1 (centres undefined)	-7%	14%[57.1 µM]	-1	11%	-8.5	-10%	0.0	-5%	-5
Cc1nc(C(=O)NNC(=O)c2ccc(Cl)cc2)c(C(F)(F)F)o1	0%	19%[57.1 µM]	6	3%[57.1 µM]	0.7	?	0.8	7%	1

# Reformatted with values under each structure: 10 of the compounds above.
# Values in the order: Pin1 inhibitor | rTrxR1 inhibitor | TRHR enhancer | TrxR1 substrate | D2 agonist | USP1 inh | TRHR agonist | IDH1 R132H inh | D2 antag
> CCCOc1ccc(C(=O)NCc2ccco2)cc1
 : 2% | 5% | -6 | 9% | -0.4 | -6% | -0.8 | 1% | 0
> Cc1ccc(C(=O)OCn2nnc3ccccc3c2=O)cc1[N+](=O)[O-]
 : -5% | 11% | -3 | 2% | 0.0 | -9% | 0.7 | 3% | -3
> Cc1ccc(-c2nn(-c3ccc(F)cc3)cc2C(=O)N2CCN(C3CCS(=O)(=O)C3)CC2)cc1 (centres undefined)
 : -7% | 32% | 1 | 3% | 0.0 | -12% | 0.4 | -13% | 3
> Cc1cc(OCC(=O)NCC2CCC(C(=O)O)CC2)c2c(C)c(Cc3ccccc3)c(=O)oc2c1 (centres undefined)
 : 7% | -9% | 11 | 136%[activator] | 0.9 | -20% | -1.3 | -22% | -6
> Cc1nnc(SCCN2CCOCC2)n1-c1cccc(Cl)c1
 : -13% | 2% | -7 | -2% | 0.7 | -8% | -0.7 | 6% | -10
> Cc1ccc([N+](=O)[O-])cc1S(=O)(=O)N1CCn2cccc2C1c1ccc(F)c(F)c1 (centres undefined)
 : -1% | 14%[57.1 µM] | 0 | -1%[57.1 µM] | nt | -9% | 0.1 | -5% | nt
> O=C(NCCN1CCOCC1)c1cc(-c2cccc(Cl)c2)on1
 : -10% | 15% | -1 | 12% | 1.0 | -1% | -0.1 | 14% | -10
> Cc1ccccc1N1CCN(c2ccc(NC(=O)C3CCCCC3C(=O)O)cc2)CC1 (centres undefined)
 : 3% | 2%[57.1 µM] | 42* | 6%[57.1 µM] | 0.6 | -6% | 0.9 | 3% | -2
> O=[N+]([O-])c1ccc(-c2ccn[nH]2)o1
 : -14% | 3.5µM* | 0 | 2%[57.1 µM] | 0.4 | -10% | 0.5 | 8% | 7
> Cc1ccc(C)c(C(=O)CN2C(=O)NC3(CCCCCC3)C2=O)c1
 : -2% | 5% | -9 | -2% | -0.6 | -14% | -0.1 | 5% | -9

# Some entries already given, showing only Pin1 inhibitor:
smiles	Pin1 inhibitor
Cc1ccc(C(=O)OCn2nnc3ccccc3c2=O)cc1[N+](=O)[O-]	-5%
Cc1nnc(SCCN2CCOCC2)n1-c1cccc(Cl)c1	-13%

# Carrying on.
molecule	Pin1 inhibitor	rTrxR1 inhibitor	TRHR enhancer	TrxR1 substrate	D2 agonist	USP1 inh	TRHR agonist	IDH1 R132H inh	D2 antag
COc1cc(/C=N/Nc2nc(Nc3ccccc3)nc(N3CCCCC3)n2)ccc1OCC(=O)O	-8%	8%	-4	-6%	-0.7	-23%	-0.4	6%	-13
Cc1ccc(NC(=O)CCCNC(=O)c2ccc(Cl)cc2)nc1	-7%	23%	2	6%	-0.2	-15%	-0.4	-10%	3
COc1ccc(CNCCCSc2ncccn2)cc1OC	-2%	10%	2	-8%	1.4	-16%	0.8	5%	5
COc1ccc(NC(=O)OCCn2c([N+](=O)[O-])cnc2C)cc1	-7%	10%[57.1 µM]	5	1%[57.1 µM]	nt	-2%	-1.3	2%	nt
CN(Cc1ccccc1)C(=O)[C@@H]1CCCN1S(=O)(=O)c1ccc(Cl)cc1	-2%	20%	2	3%	nt	-6%	-0.7	0%	nt
COC(=O)c1ccccc1NC(=O)CSc1c2c(nc3ccc(Cl)cc13)CCCC2	1%	18%	-3	2%	-0.1	-18%	-0.2	-27%	nt
COCCN1CCN(Cc2nc(Cc3ccc(OC)c(OC)c3)no2)CC1	-5%	16%	12	6%	-1.0	-10%	0.7	0%	7
